MEKK2 WT-MEK5 – raises or lowers MEK5 binding to wildtype human MEKK2 PB1 domain | AID 1531 | binding response (% of control), % at 10 µM | 290,000 compounds, 1.1% hits | Q9Y2U5 | bead flow cytometry, Alexa488-MEK5 binding to MEKK2 WT; actives lie on both sides; in the data active = binding response below about 67% or above about 130%
CRFR2-BP antag – antagonists of CRF-binding protein/CRF-R2 receptor complex. HEK293 CRF-R2/CRF-BP, CRF-induced calcium fluorescence. inhibition, % at 11.8 µM. 350,000 compounds, 0.59% hits. AID 588475;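 active = inhibition of the ligand-induced calcium signal above about 50% at the single tested concentration, limit read from the data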
MEKK3 PB1 HTS – raises or lowers MEK5 binding to the human MEKK3 PB1 domain | Q99759 | bead-based flow cytometry, Alexa488-MEK5 binding to MEKK3; actives lie on both sides; 0 = blocked by unlabeled MEK5, 100 = vehicle | binding response (% of control), % at 10 µM | 290,000 compounds, 1.4% hits;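 active = binding response more than 3 SD above or below the average of its plate-row segment, actives on both sides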;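 also: Alexa488 bead fluorescence after subtracting the streptavidin-only scavenger bead signal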
Target sequence (Q99759 whole entry, looked up, the tested form may be a part): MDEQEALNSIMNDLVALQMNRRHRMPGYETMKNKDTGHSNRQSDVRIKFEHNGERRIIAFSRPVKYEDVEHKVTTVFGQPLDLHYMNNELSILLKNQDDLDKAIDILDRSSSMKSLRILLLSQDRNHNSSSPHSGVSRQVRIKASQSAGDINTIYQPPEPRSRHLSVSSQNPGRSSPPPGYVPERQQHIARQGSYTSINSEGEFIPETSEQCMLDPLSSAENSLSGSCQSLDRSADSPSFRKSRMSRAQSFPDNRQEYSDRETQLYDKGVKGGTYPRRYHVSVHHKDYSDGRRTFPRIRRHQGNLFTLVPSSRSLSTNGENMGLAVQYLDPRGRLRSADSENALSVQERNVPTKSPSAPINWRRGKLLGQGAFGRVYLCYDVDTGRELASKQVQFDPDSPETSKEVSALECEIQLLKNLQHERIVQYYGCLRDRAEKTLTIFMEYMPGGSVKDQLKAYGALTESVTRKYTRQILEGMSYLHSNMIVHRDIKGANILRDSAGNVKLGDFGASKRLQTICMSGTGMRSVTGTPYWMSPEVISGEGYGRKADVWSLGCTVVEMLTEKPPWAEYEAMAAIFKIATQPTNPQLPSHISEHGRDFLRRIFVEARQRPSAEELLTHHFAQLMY
CRFBP-R2 agonist – agonists of human CRF-binding protein/CRF-R2 receptor complex | 350,000 compounds, 0.46% hits | HEK293 CRF-R2/CRF-BP, calcium dye fluorescence (FLIPR); percent of saturating CRF peptide response | activation, % at 13.2 µM | AID 588473;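 active = activation of at least 50%, plus an integration ratio under a set limit after plate pattern correction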;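 also: plate controls were neutral control wells without compound for no effect and CRF at EC100 for full effect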
DNA FID counter – fluorescent intercalator displacement, NS3 helicase counter-screen; 290,000 compounds, 0.17% hits; DNA fluorescent intercalator displacement, fluorescence; inhibition, % at 7.9 µM; in the data active = inhibition above about 37%;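 also: 0% = vehicle and 100% = reference compound; higher means more ethidium bromide displaced from hairpin DNA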
MEKK2mut PB1 HTS – signal of MEK5 binding to mutant human MEKK2 PB1 domain; bead flow cytometry, Alexa488-MEK5 binding to MEKK2 mutant; percent response, % at 10 µM; 290,000 compounds, 0.35% hits; AID 1530; in the data active = percent response above about 24%, passing the limit was not always enough; also: inactives centre near 1; some results filed as inactive read as strong as hits
GalR3 antag – antagonists of human GalR3; O60755; HEK293 GalR3-CNG cAMP membrane potential fluorescence; galR3 body fused to GalR1 C-terminus; inhibition, % at 3 µM; 360,000 compounds, 0.44% hits; AID 651719;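 active = inhibition above the screen-wide average plus 3 SD, cut at about 13% in these data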;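 also: forskolin and galanin both at EC90 stimulate the cells; cAMP rise reported by CNG channel membrane potential dye signal; 0% = forskolin plus galanin with DMSO and 100% = forskolin alone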
Target sequence (O60755 1-299 limits assumed): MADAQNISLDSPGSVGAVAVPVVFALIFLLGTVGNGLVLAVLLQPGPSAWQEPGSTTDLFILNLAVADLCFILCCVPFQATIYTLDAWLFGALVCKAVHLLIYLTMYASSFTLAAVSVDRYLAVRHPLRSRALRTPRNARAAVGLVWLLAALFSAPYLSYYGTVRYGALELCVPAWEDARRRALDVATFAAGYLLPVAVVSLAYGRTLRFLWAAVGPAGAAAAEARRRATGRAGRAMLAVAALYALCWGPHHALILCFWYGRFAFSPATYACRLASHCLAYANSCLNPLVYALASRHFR
SUMO HTRF inh – inhibitors of human SUMOylation (UBC9); 290,000 compounds, 0.36% hits; HTRF SUMOylation assay, SAE1/SAE2 + UBC9, in vitro; P63279; inhibition, % at 35 µM; in the data active = inhibition above about 50%, passing the limit was not always enough; also: strong numbers were not always called active
HCV NS3 hel inh – inhibitors of Hepatitis C virus NS3 helicase; NS3 helicase DNA unwinding, Cy5 molecular beacon fluorescence; 290,000 compounds, 0.56% hits; AID 1800; inhibition, % at 10.9 µM;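 active = inhibition above the mean of all tested compounds plus 3 SD, set per campaign, cut at about 35% in these data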;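 also: 0% = DMSO wells and 100% = thioflavine S control wells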
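System: NS3 helicase fragment of HCV / Schedule: 1 h at 25 °C / Control set: DMSO alone as 0% and 110 µM thioflavine S as 100% / Reagent: Cy5/quencher beacon DNA duplex and ATP to start / Technique: Cy5 fluorescence / Replication: singlicate / Evaluation: % inhibition of end-to-start signal ratio versus controls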
The depositor's hits bear a star; . = no result given; [ ] = another dose, or the depositor's remark. A portion of the library; the hit share may differ from the screen's.

| Structure | DNA FID counter | CRFBP-R2 agonist | GalR3 antag | MEKK3 PB1 HTS | CRFR2-BP antag | MEKK2 WT-MEK5 | SUMO HTRF inh | MEKK2mut PB1 HTS | HCV NS3 hel inh |
| --- | --- | --- | --- | --- | --- | --- | --- | --- | --- |
| O=C(c1ccccc1)N1CCC(O)(c2cccnc2)CC1 | -1 | -1.6 | -5 | . | -11 | . | 31 | . | 1 |
| COc1ccc(-c2nn(-c3ccccc3)cc2/C=N/Nc2cccc(C(=O)O)c2)cc1 | -31 | -3.5 | -5 | 108 | 19 | 101 | 7 | 1 | 4 |
| O=c1c2ccccc2c(C=Nc2ccccc2O)c(O)n1-c1nccs1 | -15 | 1.4 | 0 | 97 | 4 | 89 | 14 | -3 | -2 |
| CCn1c(/N=C/c2ccccc2O)nc2ccccc21 | 1 | 15 | -3 | 92 | 5 | 92 | -6 | 0 | 1 |
| Cc1ccc(NC(=O)CCC(=O)NNC(=O)/C=C/C(=O)O)c(C)c1 | -3 | -0.8 | -3 | 99 | -2 | 98 | 1 | 1 | -14 |
| CC(C)N(Cc1cn(C)nc1-c1cccc(Cl)c1)CC1CCC(=O)N1 (centres undefined) | -11 | 3.5 | 1 | 97 | 0 | 86 | 6 | -10 | -8 |
| CC(C)OCCCN1CN(S(=O)(=O)c2cccs2)c2nc3ccccc3nc21 | -15 | -1.9 | -6 | 102 | -3 | 99 | 12 | 1 | -2 |
| CCN(CC)S(=O)(=O)c1ccc(/C=C/C(=O)Nc2ccc(N3CCOCC3)cc2)cc1 | -31 | -2.9 | 5 | 100 | -6 | 99 | -9 | -1 | -6 |
| CCOc1ccc(S(=O)(=O)N2CCC(C(=O)NC3CC3)CC2)cc1C | -27 | -0.4 | -3 | 99 | 4 | 96 | 5 | 1 | 9 |
| CCOc1ccc(N=C2NC(=O)C(CC(=O)O)S2)cc1 (centres undefined) | 1 | -0.8 | 0 | 100 | 3 | 103 | 0 | 7 | -1 |
| COc1cccc(C(=O)CN2C(=O)C(C)(C)Oc3ccc(C(=O)N4CCCCCC4)cc32)c1 | -28 | -2.3 | -1 | 106 | -2 | 105 | 12 | 7 | -3 |
| COc1ccc(S(=O)(=O)Nc2cc3c(cc2C(C)=O)OCO3)cc1 | -1 | 0.1 | -10 | 100 | 1 | 101 | 3 | 2 | -4 |
| CCSc1nn2c(=O)c3ccccc3nc2s1 | 1 | 1.2 | -2 | 88 | -10 | 96 | 16 | -7 | 5 |
| C=C(C)CNC(=S)N/N=C(\C)c1ccc(Cl)s1 | -10 | -0.6 | -4 | 107 | -29 | 102 | -31 | 2 | -4 |
| COc1ccccc1N1C(=O)CCC1(C#N)c1ccccc1 (centres undefined) | -10 | -1.6 | -4 | 98 | 20 | 98 | 9 | -10 | 1 |
| O=C(CSc1nnc(CSc2nc3ccccc3s2)o1)NC1CCCCC1 | -4 | 0.6 | -3 | 109 | -2 | 105 | 22 | 5 | 1 |
| O=C(c1cnc2c(c1)COc1ccc(Cl)cc1-2)c1ccccc1O | 1 | -0.4 | 0 | 107 | 10 | 104 | -3 | 1 | -8 |
| Cc1cccc2cc(C#N)c(NCCNS(=O)(=O)c3ccc4c(c3)OCCO4)nc12 | -24 | -0.5 | -5 | 87 | -30 | 84 | 17 | -10 | -9 |
| c1csc(-c2cc(N3CCCCC3)c3ccccc3n2)c1 | -8 | 23 | -10 | 105 | -63 | 104 | 0 | 1 | -1 |
| CN(C)CCO[C@@H](c1ccc(Cl)cc1)c1ccccn1 | 4 | 1.8 | -9 | 104 | 19 | 105 | 9 | 5 | -5 |
| O=C1OC(c2ccccc2)=N/C1=C\N1CCCCC1 | -14 | 0.7 | -5 | 105 | -31 | 104 | -7 | 3 | 3 |
| CCOC(=O)CC1(NC(=O)C2CCC(=O)N(CCc3ccccc3)C2)CCCCC1 (centres undefined) | -48 | -0.6 | -3 | 103 | -8 | 101 | 6 | 0 | -11 |
| CCOC(=O)c1c(-c2cccs2)csc1NC(=O)CCCC(=O)O | -43 | 0.7 | -5 | 107 | 7 | 106 | -1 | 12 | 22 |
| COc1cc(OC)nc(NC(=O)NS(=O)(=O)c2ccc(OC(F)(F)F)cc2)n1 | 1 | -1.1 | -3 | 90 | 0 | 92 | 2 | -4 | 4 |
| CCc1ccccc1NC(=O)NC1CC2CCC(C1)N2Cc1ccco1 (centres undefined) | 7 | -5.8 | -9 | 94 | -6 | 97 | -10 | -3 | 2 |
| COc1cccc(CSc2nccn2C)c1 | 0 | -0.9 | -10 | 103 | 11 | 104 | 1 | 3 | 1 |
| CC1(C(=O)NC(=S)N(CCC#N)Cc2cccnc2)CC1(Cl)Cl (centres undefined) | 3 | . | . | 101 | . | 102 | -3 | -7 | 4 |
| OCCN1CCN(C(c2cccs2)c2ccc3cccnc3c2O)CC1 (centres undefined) | 0 | . | . | 97 | . | 68*[inhibitor] | -38 | -11 | 16 |
| CC(=O)Nc1ccc(Oc2sc(C(=O)c3ccccc3)c(N)c2C#N)cc1 | -13 | -0.6 | 9 | 102 | 6 | 101 | -29 | 5 | -16 |
| CN(CC(=O)Nc1nc2ccc(F)cc2s1)S(=O)(=O)c1ccc(Cl)cc1 | -7 | 0.8 | -2 | 101 | -29 | 97 | -7 | -1 | -5 |

Four compounds drawn at random from the list so far, as already listed:
| Structure | DNA FID counter | CRFBP-R2 agonist | GalR3 antag | MEKK3 PB1 HTS | CRFR2-BP antag | MEKK2 WT-MEK5 | SUMO HTRF inh | MEKK2mut PB1 HTS | HCV NS3 hel inh |
| --- | --- | --- | --- | --- | --- | --- | --- | --- | --- |
| CN(C)CCO[C@@H](c1ccc(Cl)cc1)c1ccccn1 | 4 | 1.8 | -9 | 104 | 19 | 105 | 9 | 5 | -5 |
| O=c1c2ccccc2c(C=Nc2ccccc2O)c(O)n1-c1nccs1 | -15 | 1.4 | 0 | 97 | 4 | 89 | 14 | -3 | -2 |
| O=C(c1cnc2c(c1)COc1ccc(Cl)cc1-2)c1ccccc1O | 1 | -0.4 | 0 | 107 | 10 | 104 | -3 | 1 | -8 |
| COc1ccc(-c2nn(-c3ccccc3)cc2/C=N/Nc2cccc(C(=O)O)c2)cc1 | -31 | -3.5 | -5 | 108 | 19 | 101 | 7 | 1 | 4 |

As a short view, part of the list above:
| Structure | DNA FID counter | CRFBP-R2 agonist | GalR3 antag | MEKK3 PB1 HTS | CRFR2-BP antag | MEKK2 WT-MEK5 | SUMO HTRF inh | MEKK2mut PB1 HTS | HCV NS3 hel inh |
| --- | --- | --- | --- | --- | --- | --- | --- | --- | --- |
| OCCN1CCN(C(c2cccs2)c2ccc3cccnc3c2O)CC1 (centres undefined) | 0 | . | . | 97 | . | 68*[inhibitor] | -38 | -11 | 16 |
| CC(=O)Nc1ccc(Oc2sc(C(=O)c3ccccc3)c(N)c2C#N)cc1 | -13 | -0.6 | 9 | 102 | 6 | 101 | -29 | 5 | -16 |
| CN(CC(=O)Nc1nc2ccc(F)cc2s1)S(=O)(=O)c1ccc(Cl)cc1 | -7 | 0.8 | -2 | 101 | -29 | 97 | -7 | -1 | -5 |

(continued)
| Structure | DNA FID counter | CRFBP-R2 agonist | GalR3 antag | MEKK3 PB1 HTS | CRFR2-BP antag | MEKK2 WT-MEK5 | SUMO HTRF inh | MEKK2mut PB1 HTS | HCV NS3 hel inh |
| --- | --- | --- | --- | --- | --- | --- | --- | --- | --- |
| CCOC(=O)CCc1c(C)c2ccc(OCC(=O)OC(C)C)cc2oc1=O | -23 | -0.1 | -2 | 103 | -39 | 107 | 13 | 2 | 2 |
| Cc1cc(N2CCN(c3ccccc3)CC2)nc(NCc2ccccc2)n1 | 6 | 3.9 | -1 | 109 | -71 | 168* | -12 | 18 | -36 |
| O=C(Nc1nncs1)c1ccc(Br)c(S(=O)(=O)N2CCCC2)c1 | -11 | -1.2 | 0 | 108 | -5 | 110 | 4 | 4 | 3 |
| Cc1cc(C)cc(-n2c(C)cc(/C=N/NC(=O)c3cccc([N+](=O)[O-])c3C)c2C)c1 | -15 | 5.1 | 0 | 103 | -19 | 93 | -28 | 5 | 3 |
| CN1C2CCC1CC(NC(=O)CSCc1ccc(Cl)cc1Cl)C2 (centres undefined) | 10 | -0.9 | -7 | 96 | 3 | 107 | 0 | -5 | -12 |
| O=C1C2C(C(=O)N1CCc1ccccc1)C1C=CC2C12CC2 (centres undefined) | -7 | -1.6 | -2 | 108 | 24 | 109 | 24 | 5 | -2 |
| COc1ccc(CN(C)CC(=O)NC2CCCc3ccccc32)cc1OC (centres undefined) | -8 | -1.2 | -3 | 95 | 4 | 93 | -10 | -10 | -3 |
| COCCCNC(=O)c1cc2cc([N+](=O)[O-])cc(OC)c2oc1=O | -20 | -2.1 | -2 | 39*[inhibitor] | 6 | 51 | 0 | -16 | -10 |
| CN(Cc1ccccc1)C(=O)N1CCOCC1 | 1 | 0.5 | -1 | 98 | 3 | 97 | 17 | -4 | -5 |
| O=C1CCCCc2sc(Br)c([N+](=O)[O-])c2N1 | -4 | -0.3 | -6 | 100 | 8 | 101 | 9 | -3 | 2 |
| COc1ccc(N2Cc3ccccc3C2=NC(=O)c2cncc(Br)c2)cc1 | 3 | 0.7 | -9 | 99 | 47 | 96 | 4 | 0 | 8 |
| O=C(NNC(=O)[C@@H]1CCCC[C@@H]1C(=O)O)Nc1ccccc1 | 0 | -2.2 | -1 | 103 | -5 | 110 | 2 | 5 | 1 |
| CCOc1ccc(Cl)cc1S(=O)(=O)n1nnc2ccccc21 | 0 | 3.0 | -9 | 103 | 107* | 105 | -8 | 3 | -4 |
| Cc1ccc(CNC(=O)CNC(=S)N(Cc2ccccc2)Cc2cccnc2)cc1 | -33 | 0.1 | -5 | 102 | 15 | 98 | 6 | -1 | 14 |
| O=C(Nc1ccccc1C(=O)O)/C(=C/c1ccc([N+](=O)[O-])cc1)NC(=O)c1ccc(Br)o1 | -15 | 0.5 | -1 | 101 | 1 | 100 | 23 | 0 | 5 |
| COc1ccc2cc(C3C(C#N)=C(N)OC(C)=C3C(C)=O)c(Cl)nc2c1 (centres undefined) | -10 | -0.9 | -5 | 99 | 10 | 97 | 9 | 0 | 13 |
| COc1ccc(CN2CCN(Cc3cc(=O)oc4cc(C)ccc34)CC2)c(OC)c1OC | -2 | -0.3 | -9 | 109 | -7 | 113 | -2 | 5 | -45 |
| O=C(COC(=O)CCSc1ccccc1)NCc1ccc(F)cc1 | -22 | -2.0 | 2 | 98 | -4 | 85 | -5 | -12 | 0 |

Records above shown as hits in CRFR2-BP antag.
| smiles | CRFBP-R2 agonist | GalR3 antag | MEKK3 PB1 HTS | CRFR2-BP antag | MEKK2 WT-MEK5 | SUMO HTRF inh | MEKK2mut PB1 HTS | HCV NS3 hel inh |
| --- | --- | --- | --- | --- | --- | --- | --- | --- |
| CCOc1ccc(Cl)cc1S(=O)(=O)n1nnc2ccccc21 | 3.0 | -9 | 103 | 107* | 105 | -8 | 3 | -4 |

From PubChem BioAssay
